HPDE-C7K KRASV12: viability loss of HPDE-C7K cells – cell-based, fluorescence, HTS, primary screen (AID 431) | HPDE-C7K KRASV12 cells, Alamar Blue viability, 48 h; higher % means a stronger effect | cytotoxicity, % at 10 µM, or EC50 in µM where a hit was titrated | 1.7% of 63,000 active;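 active = compounds whose percent cytotoxicity in the single-dose primary screen, scaled between solvent and toxic-drug controls, exceeds 50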;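 note: 0% = DMSO solvent wells and 100% = doxorubicin-treated wells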
PMK inhibit: inhibitors of Streptococcus pneumoniae phosphomevalonate kinase. purified PMK, PK/LDH-coupled NADH absorbance 340 nm. inhibition, % at 10 µM. 0.49% of 65,000 active. AID 539;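 active = top-ranked compounds by inhibition in the single 10 µM screen, taking a fixed number of the strongest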;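 note: 0% = full reaction with DMSO carrier and 100% = background rate without enzyme reaction; no value below 0 was filed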
Bfl-1 displacement: Bfl-1 inhibitors, primary screen, biochemical, fluorescence polarization, FITC-Bid, mouse (AID 432); displacement, % at 20 µM; hits with a dose series show IC50 in µM; 0.02% of 64,000 active; FITC-Bid BH3 peptide fluorescence polarization displacement; higher % means a stronger effect; in the data active = a potency from the dose series; inactive = the rest, 99 in 100 with displacement below about 15%; note: strong numbers were not always called active
HT1080 viability: HT1080 cell viability loss – fluorescence readout (AID 620); HT1080 viability, fluorescence; higher % means a stronger effect; cytotoxicity, % at 10 µM; hits with a dose series show EC50 in µM; 0.42% of 87,000 active;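 note: cells exposed to compound overnight then 4 h with Alamar Blue; 0% = vehicle DMSO and 100% = killing control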
Spn DPM-DC inh: blocks S. pneumoniae diphosphomevalonate decarboxylase; calls only at 10 µM; purified DPM-DC, PK/LDH coupled NADH fluorescence; AID 556; 0.49% of 65,000 active;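 active = the 320 compounds with the highest percent inhibition in the single-dose primary screen, excluding strongly autofluorescent ones, cut at about 32% in these data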;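 note: kinetic rate of NADH fluorescence loss reporting ADP formed by the decarboxylase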
TNAP inhibition: human TNAP enzyme inhibitors, biochemical, luminescent (AID 518) | purified TNAP enzyme, luminescent substrate readout; higher % means a stronger effect | one-dose inhibition, % at 20 µM; IC50 in µM for titrated hits | 0.09% of 64,000 active; in the data active = a potency from the dose series; inactive = the rest, 99 in 100 with inhibition below about 22%;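 note: plate controls were vehicle for no effect and reference inhibitor for full effect; many of its hits are not listed in these tables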
HPDE-C7 viability: cytotoxicity in HPDE-C7 cells, cell-based, fluorescence, HTS (AID 430) | HPDE-C7 pancreatic duct cells viability, fluorescence; higher % means a stronger effect | one-dose cytotoxicity, % at 10 µM; EC50 in µM for titrated hits | 1.8% of 63,000 active;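 note: cells exposed to compound for 48 hours before viability readout; 0% = vehicle and 100% = reference cytotoxic drug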
MK inhibit: blocks S. pneumoniae mevalonate kinase; inhibition, % at 10 µM; 0.48% of 65,000 active; purified MK, PK/LDH-coupled NADH absorbance 340 nm;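 active = ranked among the strongest by inhibition in the single 10 µM screen, a fixed top-ranked set picked for dose follow-up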; note: no value below 0 was filed
LYP inhibition: inhibition of human PTPN22 tyrosine phosphatase – biochemical, DiFMUP fluorescence, recombinant catalytic domain, 10 µM, primary screen (AID 606); recombinant LYP catalytic domain, DiFMUP fluorescence; higher % means a stronger effect; 52,000 tested, under 10 active; one-dose inhibition, % at 10 µM; IC50 in µM for titrated hits;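 active = IC50 under 40 µM in the dose-response test; inactive = IC50 of 40 µM or more, or never dose-tested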
PMK inhibit pilot replicates: second read-out of PMK inhibit, no call of its own (marks repeat the call); inhibition, %; measured here: pilot screen replicates
MK inhibit pilot replicates: also measured in MK inhibit; calls as there; inhibition, %; measured here: pilot screen replicates
Spn DPM-DC inh pilot screen %: recorded beside Spn DPM-DC inh, whose call it bears; inhibition, %; measured here: pilot screen trials
Numbers without * were called inactive; i = inactive; . = not tested or not shown. Cut-off read from the data, not from the text of the source, unless noted: active = cytotoxicity above about 50%; inactive = the rest.

SMILES | HPDE-C7K KRASV12 | PMK inhibit | Bfl-1 displacement | HT1080 viability | Spn DPM-DC inh | TNAP inhibition | HPDE-C7 viability | MK inhibit | LYP inhibition | others
Cc1cc(=O)n(CCC(=O)O)c2ccccc12 | 4% | 4 | 5% | -2% | i | 5% | 4% | 8 | 4%
O=C(Nc1ccc(-c2nnc(-c3ccccc3)o2)cc1)C1CCCO1 (stereo not given) | -1% | 0 | 0% | -5% | i | 7% | -3% | 8 | 6%
Cc1cc2nnc(SCc3ccccc3)n2c(N)n1 | -6% | 18 | -6% | 2% | i | 10% | 5% | 0 | 12%
COC(=O)c1cc(Br)c(=O)n(Cc2ccc(C(=O)O)cc2)c1 | 5% | 9 | -2% | -15% | i | 12% | -1% | 4 | .
COc1ccc(CN2C(=O)c3cccnc3C2Nc2cc(Cl)ccc2OC)cc1 (stereo not given) | 7% | 14 | 2% | 4% | i | 18% | 6% | 83* | 5% | PMK inhibit pilot replicates=1.0;MK inhibit pilot replicates=44*;Spn DPM-DC inh pilot screen %=0.0
CC(C)c1nc(SCC(=O)NCc2ccccc2)n[nH]1 | -9% | 14 | -7% | -3% | i | 3% | -5% | 0 | .
Cc1cc(OCCN2CCCCC2)nc2ccccc12 | 4% | 1 | -12% | -6% | i | 6% | -4% | 5 | 12%
O/N=C1/CCCCC1c1ccccn1 (stereo not given) | . | 10 | -3% | -12% | i | 10% | . | 10 | 12%
O=c1c2ccccc2ncn1-c1ccc2c(c1)OCCO2 | -10% | 3 | -2% | 7% | i | 11% | 2% | 0 | -1%
COCCNC(=O)CN(C)S(=O)(=O)c1ccc2c(c1)OCCO2 | -12% | 9 | -4% | -1% | i | 9% | -2% | 1 | 4% | PMK inhibit pilot replicates=7.5;MK inhibit pilot replicates=1.5;Spn DPM-DC inh pilot screen %=4.0
CC(=O)Nc1ccc(S(=O)(=O)Nc2nccc(C3Cc4ccccc4C(=O)O3)n2)cc1 (stereo not given) | 4% | 11 | 2% | -6% | i | 5% | 1% | 4 | 7%
Cc1csc(C(C#N)C(=O)c2ccncc2)n1 (stereo not given) | -11% | 2 | -3% | 5% | i | 11% | -11% | 7 | 2%
Cc1ccccc1-c1ccc(C=Nc2c(C)n(C)n(-c3ccccc3)c2=O)o1 | -9% | 5 | -2% | -3% | i | 16% | 0% | 9 | -2%
O=C(OCc1cc2ccccc2[nH]c1=O)c1ccco1 | 21% | 10 | 0% | 1% | i | 21% | 21% | 7 | 4% | PMK inhibit pilot replicates=1.5;MK inhibit pilot replicates=4.5;Spn DPM-DC inh pilot screen %=2.0
O=C(CN1CCCCC1)Nc1ccc(S(=O)(=O)NC2CCCCC2)cc1 | -10% | 10 | -6% | -5% | i | 4% | -26% | 5 | .
CCn1cc(C(=O)N2CCc3ccccc32)c(=O)c2cc(S(=O)(=O)N3CCOCC3)ccc21 | . | 6 | -7% | 31% | i | 7% | . | 0 | .
COc1ccccc1NS(=O)(=O)c1ccc2oc(SC3CCOC3=O)nc2c1 (stereo not given) | 32% | 15 | 0% | 13% | i | 6% | 30% | 0 | 12%
O=C(CC(=O)c1ccccc1O)c1cccc(F)c1 | 9% | 6 | 0% | 0% | i | 12% | -1% | 4 | -5%
COC(=O)c1ccc(C2C(C(=O)Nc3ccccc3C)=C(C)Nc3ncnn32)cc1 (stereo not given) | -8% | 12 | 0% | 9% | i | 9% | -5% | 9 | .
O=C(O)CCCC(=O)N1CCc2cc(S(=O)(=O)N3CCc4ccccc43)ccc21 | 6% | 6 | 4% | 6% | i | -38% | 1% | 2 | -12%
CC1CCN(c2nc3c(c(=O)n(C)c(=O)n3C)n2CCSc2nc3ccccc3s2)CC1 | -22% | 7 | -1% | 3% | i | 3% | -11% | 1 | .
COc1ccc(N2CCN(C(=O)c3sc4nc(-c5ccc(F)cc5)cn4c3C)CC2)cc1 | 0% | 3 | -3% | 1% | i | 2% | 6% | 8 | 5%
CCOC(=O)N1CCN(C(=O)C2CC(=O)N(Cc3ccc(OC)cc3)C2)CC1 (stereo not given) | 5% | 9 | -4% | 2% | i | 12% | -9% | 6 | -3% | PMK inhibit pilot replicates=1.5;MK inhibit pilot replicates=0.0;Spn DPM-DC inh pilot screen %=0.0
Cc1nc2c(C(=O)O)cnn2c(C)c1Cc1ccccc1F | -2% | 19 | -4% | -3% | i | 14% | -26% | 1 | -3% | PMK inhibit pilot replicates=4.0;MK inhibit pilot replicates=0.0;Spn DPM-DC inh pilot screen %=6.5
N#CCc1ccc(NC(=O)Nc2cccc(Cl)c2)cc1 | 33% | 2 | -3% | -2% | i | 21% | 37% | 2 | -4% | PMK inhibit pilot replicates=2.0;MK inhibit pilot replicates=0.0;Spn DPM-DC inh pilot screen %=0.5
CCCCn1c(CNC(=O)CC)nc2ccccc21 | -4% | 6 | 1% | -4% | i | 10% | -3% | 0 | 11%
CN1CCN(C2=Nc3ccccc3Oc3ccc(Cl)cc32)CC1 | -3% | 10 | 2% | 9% | i | 11% | 11% | 11 | . | PMK inhibit pilot replicates=10;MK inhibit pilot replicates=0.0;Spn DPM-DC inh pilot screen %=8.0
C/C(CC(O)c1ccc2ccccc2n1)=N/O (stereo not given) | 5% | 0 | -7% | . | i | 11% | 1% | 6 | 6%
O=C(CCSc1ccccc1)N1CCOCC1 | 1% | 6 | 3% | 8% | i | 4% | 3% | 0 | 13% | PMK inhibit pilot replicates=1.0;MK inhibit pilot replicates=1.5;Spn DPM-DC inh pilot screen %=0.0
COc1ccc(CC(NC(C)=O)C(=O)N2CCN(C(=O)Nc3ccc(Cl)cc3)CC2)cc1OC (stereo not given) | 6% | 3 | 3% | . | i | 11% | 5% | 2 | 11%

Reprinted from the part before: two compounds; new compounds follow.
SMILES | HPDE-C7K KRASV12 | PMK inhibit | Bfl-1 displacement | HT1080 viability | Spn DPM-DC inh | TNAP inhibition | HPDE-C7 viability | MK inhibit | LYP inhibition | others
O=C(CCSc1ccccc1)N1CCOCC1 | 1% | 6 | 3% | 8% | i | 4% | 3% | 0 | 13% | PMK inhibit pilot replicates=1.0;MK inhibit pilot replicates=1.5;Spn DPM-DC inh pilot screen %=0.0
COc1ccc(CC(NC(C)=O)C(=O)N2CCN(C(=O)Nc3ccc(Cl)cc3)CC2)cc1OC (stereo not given) | 6% | 3 | 3% | . | i | 11% | 5% | 2 | 11%
O=C(CN1C(=O)CSc2ccccc21)NCCC1=CCCCC1 | -2% | 18 | -4% | -2% | i | 3% | -11% | 4 | 7%
CCOC(=O)c1ccc(CNC(=O)c2cc3cccc(OC)c3oc2=O)o1 | -2% | 10 | -6% | 2% | i | -2% | 7% | 2 | 0%
CC(C)NC(=O)N(O)C1N(Cc2ccc3c(c2)OCO3)C(=S)SC1(C)C (stereo not given) | . | 14 | -2% | -13% | i | 18% | . | 7 | .
Cc1noc(C)c1S(=O)(=O)N(CC(=O)N1CCc2ccccc21)c1ccc(C(C)C)cc1 | 7% | 0 | -2% | -3% | i | 11% | 14% | 6 | 11%
CC(=O)Nc1ccc(Cl)c(C(N)=O)c1 | -1% | 0 | -1% | -6% | i | 11% | -8% | 12 | 4% | PMK inhibit pilot replicates=1.0;MK inhibit pilot replicates=1.5;Spn DPM-DC inh pilot screen %=1.0
CC1CN(C(=O)CN2C(=O)c3ccccc3S2(=O)=O)CC(C)O1 (stereo not given) | 5% | 0 | -5% | -4% | i | 43% | -1% | 8 | .
CCCCNC(=O)N1CCOCCOCCN(C(=O)NCCCC)CCOCCOCC1 | -5% | 1 | -5% | -6% | i | 7% | -17% | 4 | .
Cc1nn(Cc2ccc(C(=O)Nc3ccc(C(=O)OC(C)C)cc3)o2)c(C)c1Cl | 14% | 3 | -4% | -5% | i | -1% | 4% | 11 | 7%
CC1(C)Cc2c(sc3c2c(=N)n(Cc2ccco2)c(=O)n3CC(=O)Nc2ccccc2)CO1 | 9% | 4 | -4% | 28% | i | 8% | 5% | 0 | 9%
COC(=O)c1ccc(NC(=O)CN2CCCC2)cc1 | 3% | 24 | -2% | 13% | i | 4% | 4% | 12 | . | PMK inhibit pilot replicates=5.5;MK inhibit pilot replicates=1.0;Spn DPM-DC inh pilot screen %=2.0
O=C(c1cnc2n(c1=O)CCS2)N1CCN(C(c2ccccc2)c2ccc(Cl)cc2)CC1 (stereo not given) | 0% | 2 | 1% | 6% | i | 9% | -19% | 4 | .
Cc1ccc(C2NC(=O)c3c(sc4c3CCN(C)C4)N2)o1 (stereo not given) | . | 7 | 48% | 2% | i | 21% | . | 5 | -2%
COc1ccc(N/C(N)=N/c2nc(CSc3ccc(C)cc3)cc(=O)[nH]2)cc1 | 12% | 14 | -2% | 5% | i | 12% | 5% | 7 | 17%
O=C(CSc1ncnc2sc3c(c12)CCCCC3)NCc1ccco1 | 1% | 1 | 0% | 6% | i | 8% | -22% | 3 | . | PMK inhibit pilot replicates=0.0;MK inhibit pilot replicates=1.0;Spn DPM-DC inh pilot screen %=0.0
O=C(CSc1ncnc2c1cnn2-c1ccccc1)Nc1ccccc1 | -4% | 17 | -8% | -12% | i | 6% | -7% | 5 | . | PMK inhibit pilot replicates=0.0;MK inhibit pilot replicates=0.0;Spn DPM-DC inh pilot screen %=2.0
O=C(Nc1nccs1)c1ccc(COc2ccc(Cl)cc2)o1 | 2% | 3 | -3% | 0% | i | 9% | 8% | 5 | -3%
O=C(COC(=O)CCc1nc2ccccc2s1)Nc1ccc(S(=O)(=O)N2CCOCC2)cc1 | 5% | 13 | -6% | -11% | i | 10% | 4% | 0 | 12%
COC(=O)c1cc(Br)c(=O)n(CCN(C(C)C)C(C)C)c1 | -5% | 11 | 6% | -2% | i | 10% | -5% | 2 | .
COc1c(Cl)cc(Cl)cc1C(=O)Nc1ccccc1N1CCN(C(C)=O)CC1 | 5% | 3 | 11% | 1% | i | 7% | -10% | 6 | -10%
COc1ccc(-c2cc(CCCC(=O)NCCc3cc(OC)ccc3OC)no2)cc1 | -18% | 11 | 1% | -3% | i | 6% | -36% | 4 | 8%
CCOC(=O)N1CCN(C(=O)CCc2c(C)nc3nc(C)nn3c2C)CC1 | 0% | 10 | -1% | 5% | i | 6% | -16% | 5 | -12%
Cc1c(NC(=O)c2ccc(F)cc2)c(=O)n(-c2ccccc2)n1C | -5% | 5 | 4% | 6% | i | 15% | 1% | 3 | 2%
CCOc1ccc(CN2CCN(S(=O)(=O)c3ccc(NC(C)=O)cc3)CC2)cc1OC | -6% | 12 | -7% | 4% | i | 7% | -3% | 63* | -4%
CC1CCc2nn(CC(=O)NCCC3=CCCCC3)cc2C1 (stereo not given) | -5% | 5 | -1% | 1% | i | -1% | -8% | 6 | -5%
COc1ccc(Br)cc1S(=O)(=O)N1CCOCC1 | 15% | 0 | -6% | 13% | i | 20% | 8% | 0 | -6% | PMK inhibit pilot replicates=1.0;MK inhibit pilot replicates=1.0;Spn DPM-DC inh pilot screen %=0.0
Cc1nn(C)c(C)c1NC(=O)CSc1nc(-c2ccccc2F)nc2c1cnn2-c1ccccc1 | -2% | 18 | . | -3% | i | 10% | 0% | 0 | 13%
O=C(CN1C(=O)c2ccccc2C1=O)Nc1cccc2cccnc12 | -3% | 11 | -4% | 0% | i | 7% | -7% | 0 | 7%
CCS(=O)(=O)N1CCN(C2CCC(C)CC2)CC1 (stereo not given) | 14% | 17 | -9% | -3% | i | 0% | 10% | 61* | -3%

Compound activity (PubChem)
